From PubChem
D2 ag: agonists of human D2 dopamine receptor; P14416; HEK293 T-REx D2 cells, calcium flux agonist mode; activation, % at 2 µM; hit rate 0.53% among 340,000; AID 485358;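 active means activation over 3 SD above normal in the single-dose calcium agonist read, cut at about 30% in these data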; further: 0% is about no effect
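Agonism is scored from calcium flux in a force-coupled, inducible HEK293 cell line expressing D2, read kinetically for 180 s after compound addition against dopamine controls.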
ALOX12 inh: ALOX12 (human) lipoxygenase inhibition | P18054 | purified 12hLO, xylenol orange hydroperoxide absorbance | Potency, µM (top dose mostly 108 µM), for the others: at the top dose activity change, negative = inhibition, hits mostly inhibitors | hit rate 1.1% among 580,000 | AID 1671190; further: potency means the concentration at half of the fitted maximal effect; on the % scale 0 is the no-effect control and ±100 the full control effect
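Hydroperoxide product was detected by ferrous iron/xylenol orange as the 573 to 405 nm absorbance ratio. Arachidonic acid at 40 uM (final) was turned over for 30 min at room temperature by 150 nM human 12hLO, pH 7.0 Hepes buffer, after 15 min compound preincubation.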
LDHA block: LDHA (human) enzyme inhibition. P00338. purified LDHA, NADH/diaphorase-resazurin fluorescence; active compounds read low. activity change, % (values are at about 110 or 230 µM). hit rate 0.15% among 480,000; in the data active means activity change below about -30%; inconclusive means mostly about -25% to -30%;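 further: plate controls were DMSO wells for no effect and wells without enzyme for full effect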
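Resorufin fluorescence (ex540/em590), read at 0 and 20 min after diaphorase/resazurin addition, reports the NADH left after a 5 min room-temperature reaction of 2 nM human LDH5 with 0.06 mM NADH and 0.2 mM pyruvate.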
RGS4 inhibitor: blocks human RGS4-accelerated GTP hydrolysis; Transcreener GDP fluorescence polarization, RGS4-accelerated GTP hydrolysis; hit rate 0.039% among 390,000; P49798; Potency, µM (titrated, usually from 114 µM), without a hit: at the highest dose activity change, negative = inhibition, usual class: inhibitors; further: potency means the concentration at half of the fitted maximal effect; on the % scale 0 is the no-effect control and ±100 the full control effect; nearly all actives have a fitted effect of over 75% in size; some results filed as inactive show a strong effect at the top dose
Target sequence (P49798 whole entry, looked up): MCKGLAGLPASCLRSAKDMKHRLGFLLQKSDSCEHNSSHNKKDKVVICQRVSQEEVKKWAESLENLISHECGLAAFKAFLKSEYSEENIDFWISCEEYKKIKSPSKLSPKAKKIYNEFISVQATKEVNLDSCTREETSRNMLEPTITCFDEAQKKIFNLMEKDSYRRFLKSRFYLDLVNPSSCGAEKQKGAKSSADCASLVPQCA
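MLSMR compounds (23 nl, pin-transferred) preincubated 10 min at room temperature with a 500nM (2x) first reagent, then RGS4 at 900nM (2x) plus Transcreener GDP mix added; fluorescence polarization (620/688 nm) read before and after 90 min at 30 °C.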
Vif-APOBEC3F blk: inhibitors of Vif-A3F interaction; HeLa A3F-eYFP + Vif (tagged APOBEC3F with the HIV-1 protein that degrades it), YFP fluorescence increase; Potency, µM (highest dose often 46.1 µM), for inactives: at the highest dose activity, negative = active; hit rate 0.2% among 390,000; AID 602313; further: potency means the concentration at half of the fitted maximal effect; % of control where 0% means no effect; nearly all actives have a fitted effect of over 65% in size
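HeLa cells stably expressing A3F-eYFP plus Vif, plated and incubated overnight at 37 deg C, then exposed to compounds overnight at 37 deg C. Blocked degradation read as raised yellow fluorescence (Ex 488/Em 500-530).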
Glioma ERSR ind: inducers of ER stress response in human glioma cells; U87-MG GRP78 promoter luciferase reporter, 16 h; Potency, µM, for the others: at the top dose activation, hits mostly activators; hit rate 0.02% among 420,000; AID 602332; further: potency means the concentration at half of the fitted maximal effect; series mostly up to about 76 µM; % of control where 0% means no effect; nearly all actives have a fitted effect of over 35% in size
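Stably transfected U87-MG glioma cells carrying a GRP78-based luciferase sensor; 16 h compound incubation. Luminescence end-point read 10 min after Bright-Glo addition at room temperature.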
Vif-A3G inh: blocks the Vif interaction with human APOBEC3G. Q9HC16. HeLa A3G-eYFP + Vif (tagged APOBEC3G with the HIV-1 protein that degrades it), YFP fluorescence, overnight. Potency, µM (highest dose often 46.1 µM), for the others: at the highest dose activity, negative = active, actives largely listed as inhibitors. hit rate 0.076% among 410,000;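 further: potency means the concentration at half of the fitted maximal effect; on the % scale 0 is the no-effect control and ±100 the full control effect; nearly all actives have a fitted effect of over 60% in size; hits raise eYFP signal because A3G escapes Vif-driven loss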
Target sequence (Q9HC16 whole entry, looked up): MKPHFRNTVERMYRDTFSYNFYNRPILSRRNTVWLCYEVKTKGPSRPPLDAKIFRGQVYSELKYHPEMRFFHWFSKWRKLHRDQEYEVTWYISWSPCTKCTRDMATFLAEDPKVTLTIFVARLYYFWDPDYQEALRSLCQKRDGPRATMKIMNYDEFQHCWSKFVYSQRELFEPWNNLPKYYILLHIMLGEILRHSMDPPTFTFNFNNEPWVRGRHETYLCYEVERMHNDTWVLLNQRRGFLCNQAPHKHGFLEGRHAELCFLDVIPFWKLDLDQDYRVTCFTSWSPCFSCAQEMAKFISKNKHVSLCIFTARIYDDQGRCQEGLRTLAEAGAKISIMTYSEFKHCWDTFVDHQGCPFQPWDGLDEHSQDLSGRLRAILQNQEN
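Read-out is eYFP fluorescence (Ex 488/Em 500-530) from Vif-expressing HeLa A3G-eYFP cells; more signal means A3G escaped Vif-mediated degradation. Cells plated overnight, compound pinned in, incubated overnight at 37 deg C.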
ERG-DNA inh: inhibitors of human ERG Ets domain-DNA interaction; P11308; fluorescence polarization, His-ERG Ets domain / labelled DNA; Potency, µM (top dose mostly 76.9 µM), for the others: at the highest dose FP activity, negative = inhibition, most hits filed as inhibitors; hit rate 0.028% among 370,000; AID 624246; active means well fitted inhibition curve with a large enough effect in the polarisation, with a control signal flat; inconclusive means small, poorly fitted or top-dose-only effect, or effect the other way, or a change in a side signal; inactive means no such curve, though single readings can be large or run the other way; the % refers to the polarisation;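 further: polarization taken with two DNA probes labelled with fluorescein and Texas red; potency means the concentration at half of the fitted maximal effect; % of control where 0% means no effect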
Target sequence (P11308 whole entry, looked up, the tested form may be a part): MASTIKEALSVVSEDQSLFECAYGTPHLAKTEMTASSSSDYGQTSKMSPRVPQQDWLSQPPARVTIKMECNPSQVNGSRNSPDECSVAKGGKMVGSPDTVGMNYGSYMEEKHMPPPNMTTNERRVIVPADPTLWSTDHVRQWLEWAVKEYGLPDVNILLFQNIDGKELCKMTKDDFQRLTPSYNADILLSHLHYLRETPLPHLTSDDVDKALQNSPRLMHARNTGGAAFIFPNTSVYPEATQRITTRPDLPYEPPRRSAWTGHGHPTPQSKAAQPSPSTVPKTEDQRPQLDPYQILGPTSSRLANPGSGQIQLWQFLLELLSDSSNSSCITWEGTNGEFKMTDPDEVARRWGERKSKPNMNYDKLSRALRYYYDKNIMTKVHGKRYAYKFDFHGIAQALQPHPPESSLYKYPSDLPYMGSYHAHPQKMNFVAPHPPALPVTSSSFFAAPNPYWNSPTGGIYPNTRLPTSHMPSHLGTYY
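His-tagged ERG Ets domain (1 uM in the protein solution; 300mM KCl, 50mM Tris-HCl, 1mM EDTA, 1mM DTT, pH 7.5) received compound, then a probe mix of 5 nM fluorescein-DNA and 100nM Texas-615-DNA. Fluorescence polarization was read for both dyes.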
D2 antag: antagonists of human D2 dopamine receptor; HEK293 TREx D2 cells, calcium flux, dopamine EC80; inhibition, % at 10 µM; hit rate 2% among 340,000; AID 485344; in the data active means inhibition above about 30%; further: 0% is about no effect
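Calcium flux kinetic readout in an inducible HEK293 TREx D2 line plated overnight at 30 C. After 180 s compound exposure, an EC80 dopamine challenge follows with another 180 s kinetic read to detect antagonism.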
* hit, by the source's call; u = inconclusive; x = not tested or not shown; [ ] = remark or other dose. Unless noted, the call rests on the fitted dose curve; in most records, active means well fitted curve in the direction sought with a large enough effect; inconclusive means small, poorly fitted or top-dose-only effect, or another doubt; inactive means no such curve, though single readings can be large; an effect the other way counts as inactive or inconclusive. The list is partial; rates above refer to the full screens.

[1] COc1ccccc1CNC(=O)C1CCCN1S(=O)(=O)c1cccc2cccnc12 (configuration not stated)
[2] O=C(O)COn1c(-c2ccccc2)nc2ccc([N+](=O)[O-])cc21
[3] Clc1nc2ccccc2cc1-c1nnn(-c2ccccc2Br)n1
[4] CCc1ccc(OCC(=O)Nc2ncn[nH]2)c(Br)c1
[5] Cn1c(=O)c2[nH]c(CN(Cc3ccccc3)Cc3ccccc3)nc2n(C)c1=O
[6] COC(=O)c1ccccc1NC(=O)c1cccs1
[7] Cc1nc(SCC(=O)Nc2cccc(S(=O)(=O)N3CCOCC3)c2)nc(C)c1C
[8] Cc1cccc(OCCSc2nc3ccccc3n2CCC(=O)O)c1

Screen / compound no.,1,2,3,4,5,6,7,8
D2 ag,-1.1,x,x,x,-2.0,0.1,x,0.8
ALOX12 inh,-7%,u,u,6%,-15%,28%,-2%,u
LDHA block,-4,14,3,-2,-6,0,-7,-3
RGS4 inhibitor,6%,-8%,-33%,5%,u,-29%,5%,-5%
Vif-APOBEC3F blk,-1%,12%,-4%,-7%,-1%,x,1%,4%
Glioma ERSR ind,-3%,1%,0%,-9%,-6%,-4%,-3%,2%
Vif-A3G inh,0%,1%,-7%,1%,1%,-8%,0%,-1%
ERG-DNA inh,-7%,-15%,0%,-4%,-8%,-3%,-11%,8%
D2 antag,3,x,x,x,11,9,x,19

[9] Cc1cc(OCC(=O)N2CCC(O)(c3ccc(Cl)cc3)CC2)c2c(C)cc(=O)oc2c1
[10] CCc1cccc(NC(=O)NC2CCCCC2)c1
[11] CCOC(=O)c1cnn(C(=O)c2ccccc2)c1N
[12] COc1ccc(N=C2SC(CC(=O)Nc3ccccc3)C(=O)N2CCc2ccccn2)cc1 (configuration not stated)
[13] Cc1noc(C)c1COc1ccccc1C(=O)N(C)CC(=O)Nc1cccc(F)c1
[14] O=C(O)Cn1cc(C(=O)c2cccs2)c2ccccc21
[15] O=CNc1ccc2c(c1)Cc1cc([N+](=O)[O-])ccc1-2
[16] CC1CCN(C(=O)c2ccc3c(c2)OCCO3)CC1

Screen / compound no.,9,10,11,12,13,14,15,16
D2 ag,x,0.3,0.5,1.4,-0.5,4.0,x,-2.6
ALOX12 inh,-2%,107%[activator],3%,-23%,8%,-8%,-14%,0%
LDHA block,2,-4,-12,-2,-3,-2,-6,0
RGS4 inhibitor,-18%,-26%,19%,-7%,-27%,-1%,9%,-38%
Vif-APOBEC3F blk,5%,7%,-3%,3%,-9%,2%,2%,0%
Glioma ERSR ind,-4%,-6%,1%,0%,-1%,-1%,-2%,-3%
Vif-A3G inh,-10%,2%,0%,-3%,0%,1%,-19%,-10%
ERG-DNA inh,-4%,8%,7%,-5%,8%,-9%,5%,20%
D2 antag,x,11,6,12,6,-11,x,1

[17] Cc1c(O)c2c(c(C(=O)/C=C/c3ccccc3)c1O)OC(C)(C)C=C2
[18] CCN1C(=O)CC(Sc2ccccc2C(=O)O)C1=O (configuration not stated)
[19] O=C(NC1CCCC1)C(c1cccs1)N(C(=O)c1csnn1)c1ccccc1F (configuration not stated)
[20] CCOC(=O)C(Cc1ccc(NC(=O)/C(=C/c2ccccc2)NC(=O)c2ccccc2)cc1)N1C(=O)c2ccccc2C1=O (configuration not stated)
[21] c1ccc(-c2cc3c(nn2)CCc2nonc2-3)cc1
[22] CC1(C)Cc2c(ccc3ccccc23)C(c2cc3ccccc3oc2=O)=N1
[23] CC(=O)c1c(O)c(C)c(-c2ccccc2)n(-c2ccccc2)c1=O
[24] CCCS(=O)(=O)NC(=O)C1(C)CCN1C(=O)Cc1ccc(-c2ccccc2)cc1 (configuration not stated)

Screen / compound no.,17,18,19,20,21,22,23,24
D2 ag,x,-0.6,-0.2,0.1,-2.3,0.0,0.2,x
ALOX12 inh,u,-8%,-20%,0%,162%[activator],-5%,u,u
LDHA block,-1,-3,-6,-1,-3,0,4,0
RGS4 inhibitor,x,-9%,14%,-8%,-31%,-6%,-5%,x
Vif-APOBEC3F blk,x,-5%,7%,7%,-2%,-5%,2%,x
Glioma ERSR ind,-3%,-4%,-1%,-5%,4%,-3%,0%,-1%
Vif-A3G inh,-9%,-3%,-1%,1%,-6%,-9%,-20%,-2%
ERG-DNA inh,x,10%,-21%,12%,-3%,23%,-1%,x
D2 antag,x,-4,1,6,4,-12,3,x

[25] Cc1nn(C(=O)CNC(=O)c2ccccc2)c(C)c1C
[26] Cc1cccc(-c2noc(-c3ccc(N4CCN(C)CC4)c([N+](=O)[O-])c3)n2)c1
[27] O=C(COC(=O)c1n[nH]c(=O)c2ccccc12)c1ccc(Cl)cc1
[28] CS(=O)(=O)Nc1ccc(C2=NN(C(=O)c3ccco3)C(c3ccccc3)C2)cc1 (configuration not stated)
[29] Cc1noc(NS(=O)(=O)c2ccc(N/C=C\C(=O)c3ccc(F)cc3)cc2)c1C
[30] Cc1ccc(C)c(OCCC(=O)OCC(=O)N(C)c2c(N)n(Cc3ccccc3)c(=O)[nH]c2=O)c1
[31] CN(CCOc1ccccc1)C(=S)Nc1ccc(OC(F)F)cc1
[32] O=C(COC(=O)CCC(=O)N1CCOCC1)Nc1ccc(Br)cc1Br

Screen / compound no.,25,26,27,28,29,30,31,32
D2 ag,0.4,-0.4,0.0,0.0,x,1.0,5.6,x
ALOX12 inh,2%,u,0%,u,u,u,u,-17%
LDHA block,-7,0,-7,2,u,-7,-4,-5
RGS4 inhibitor,11%,-1%,12%,-13%,10%,-5%,-22%,10%
Vif-APOBEC3F blk,-3%,-6%,u,-4%,2%,-8%,-6%,u
Glioma ERSR ind,4%,-1%,-2%,0%,10%,-2%,3%,-2%
Vif-A3G inh,-1%,4%,2%,-2%,-1%,1%,6%,1%
ERG-DNA inh,1%,-2%,-4%,x,-13%,0%,8%,-15%
D2 antag,7,x,20,6,x,19,-16,x

[33] COc1ccc(NS(=O)(=O)c2ccc(C)c(C(=O)N3CCCCCCC3)c2)cc1
[34] Cc1cc(/C=c2/sc3nc4ccccc4n3c2=O)c(C)n1-c1ccccn1
[35] CCCn1c(=O)c2ccccc2n2c(SCCNCCO)nnc12
[36] CC(=O)c1ccc(-n2nncc2C)cc1
[37] O=C1CC(c2ccc(S(=O)(=O)NC3CC3)cc2)CN1 (configuration not stated)
[38] COc1cc2c(cc1OC)CN(c1nc(CN3CCCCC3)nc3sc4c(c13)CCCC4)CC2
[39] COc1ccc(NC(=O)c2cc(-c3ccccc3)nc3c2cnn3C(C)C)c(OC)c1
[40] Cc1ccc(S(=O)(=O)N2CCC(C(=O)NCC(C)(C)N3CCOCC3)CC2)c(C)c1

Screen / compound no.,33,34,35,36,37,38,39,40
D2 ag,-0.6,x,x,x,0.1,0.3,0.5,1.1
ALOX12 inh,-17%,-22%,u,15%,426%[activator],-7%,5%,3%
LDHA block,-2,-1,-15,-11,-10,0,-8,2
RGS4 inhibitor,-3%,-38%,-17%,-5%,1%,-11%,-7%,-20%
Vif-APOBEC3F blk,4%,-11%,-10%,3%,4%,0%,-2%,-14%
Glioma ERSR ind,-4%,-15%,-4%,-5%,-1%,-4%,-3%,-2%
Vif-A3G inh,0%,-1%,1%,-5%,-1%,-5%,-1%,2%
ERG-DNA inh,3%,0%,4%,-1%,-11%,-3%,1%,2%
D2 antag,-10,x,x,x,-2,14,2,9

[41] O=C(Nc1cccc2cccnc12)OCc1ccccc1
[42] Cc1cccc(N(CC(=O)NCCSc2ccc(Cl)cc2)S(=O)(=O)c2ccccc2)c1C
[43] COc1ccc(OCc2nnc(SCC(=O)NCC3CCCO3)n2N)cc1 (configuration not stated)
[44] Cc1[nH]c2ccccc2c1C(=O)C(=O)N1CCN(c2ccccc2)CC1
[45] Cc1ccc(C)c(CN2C(=O)COc3ccccc32)c1
[46] O=C(CC1SC(N2CCCC2)=NC1=O)Nc1ccc(C(=O)NCCOc2ccccc2F)cc1 (configuration not stated)
[47] CC1CCCCC1NC(=O)CCS(=O)(=O)c1ccc2c(c1)NC(=O)CS2 (configuration not stated)
[48] COc1cc(C(=O)NNC(=O)c2cc(S(=O)(=O)N(C)C)ccc2N2CCCC2)cc(OC)c1OC
[49] COc1ccc2[nH]c(=O)c(CN(Cc3ccc(C)cc3)Cc3nnnn3CC3CCCO3)cc2c1 (configuration not stated)

Screen / compound no.,41,42,43,44,45,46,47,48,49
D2 ag,x,0.0,x,1.7,x,66*,-1.2,0.3,x
ALOX12 inh,x,1%,u,378%[activator],-3%,u,-8%,2%,u
LDHA block,11,-15,-5,2,-5,0,-3,-4,-4
RGS4 inhibitor,22%,-13%,-34%,-26%,-3%,-26%,-30%[56.9 µM],15%,22%
Vif-APOBEC3F blk,x,-3%,-12%,-3%,-3%,-1%,-3%,-5%,x
Glioma ERSR ind,9%,-2%,-6%,-3%,-2%,0%,-3%,0%,-4%
Vif-A3G inh,-7%,7%,0%,-3%,3%,-2%,0%,-1%,-1%
ERG-DNA inh,x,-3%,6%,10%,23%,-1%,-4%,-4%,-1%
D2 antag,x,x,x,6,x,52*,7,27,x

D2 antag: entries above that show a hit
| cpd | Structure | ALOX12 inh | LDHA block | RGS4 inhibitor | Vif-APOBEC3F blk | Glioma ERSR ind | Vif-A3G inh | ERG-DNA inh | D2 antag |
| --- | --- | --- | --- | --- | --- | --- | --- | --- | --- |
| 46 | O=C(CC1SC(N2CCCC2)=NC1=O)Nc1ccc(C(=O)NCCOc2ccccc2F)cc1 (configuration not stated) | u | 0 | -26% | -1% | 0% | -2% | -1% | 52* |
